Source: PubChem BioAssay (National Center for Advancing Translational Sciences (NCATS))
p53ts 32C tox – cytotoxicity in p53ts cells at permissive temperature; H1299-p53A138V at 32C, ATP luminescence viability, 24 h; Potency, µM (top dose mostly 46.1 µM), inactives show top-dose activity change, negative = cytotoxicity, actives largely listed as cytotoxic; 130,000 tested, 0.93% active; active = well fitted cell-killing curve with a large enough effect; inconclusive = small, poorly fitted or top-dose-only effect; inactive = no such curve, though single readings can be large or run the other way;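 note: 0% = DMSO and -100% = full killing by reference compound; nearly all actives have a fitted effect of over 55% in size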
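Viability by ATPlite luminescence after 24 h compound treatment (up to 46 uM) at the permissive 32C. Cells are H1299 carrying p53 A138V. Scale runs from DMSO basal to 100 uM tamoxifen as full kill; AC50 from Hill fits.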
* hit, by the source's call; u = inconclusive. Potency is the fitted concentration of half-maximal effect. These rows are one share of the data; count on the stated rates, not on these rows.

SMILES	p53ts 32C tox
CCOc1ccc(CNS(=O)(=O)c2ccc3c(c2)CC(C)N3C(C)=O)cc1OC (stereo not given)	-12.0%
CCOc1cc(C(=O)NCCc2csc3nc(-c4ccc(C)cc4)nn23)cc(OCC)c1OCC	1.5%
Cn1cc(S(=O)(=O)c2ccccc2)c(=O)c2cc(F)c(N3CCCC3)cc21	-13.1%
Cc1ccc(S(=O)(=O)c2cn(C)c3cc(N4CCOCC4)c(F)cc3c2=O)c(C)c1	-3.4%
CCOc1ccccc1NC(=O)NC(CC)c1c(-n2cccc2)sc2c1CCN(C)C2 (stereo not given)	0.7%
CC(C)(C)c1ccc(S(=O)(=O)N2CCN(C(=O)c3cc(-c4ccc(Br)cc4)n[nH]3)CC2)cc1	-9.0%
COCCNC(=O)Cn1cc(S(=O)(=O)Cc2ccccc2Cl)c2ccccc21	-6.1%
CCc1cccc(C)c1NS(=O)(=O)c1cc2[nH]c(=O)c(=O)[nH]c2cc1C	-4.9%
COc1ccc(Cl)cc1NC(=O)C1CCN(S(=O)(=O)c2ccc3c(c2)CC(C)N3C(C)=O)CC1 (stereo not given)	-2.3%
COc1ccc(CNC(=O)C(C(C)C)N2Cc3ccccc3C2=O)cc1 (stereo not given)	-6.3%
CC1=C(C(=O)NCc2ccccc2F)C2(CCCCC2)OC1=O	7.3%
CCN1CCC(N(Cc2cccc(OC)c2)C(=O)Nc2ccc(C)cc2Cl)CC1	1.4%
CSc1ccc(CCNC(=O)CN2C(=O)c3cccnc3Oc3ccc(C)cc32)cc1	-3.2%
CCOC(=O)c1cccc(NC(=O)N2CCC(CN3CCc4ccccc4C3)CC2)c1	-7.0%
Cc1cccc(CSc2nc3cccnc3n2Cc2ccc(C(=O)NCc3ccco3)cc2)c1	-18.4%
CCCn1cc(S(=O)(=O)c2cccc(Cl)c2)c(=O)c2cc(F)c(N3CCOCC3)cc21	-5.3%
CCOC(=O)c1ccc(NC(=O)Cn2cc(S(=O)(=O)Cc3ccccc3F)c3ccccc32)cc1	-5.6%
CCCN1CCN(CCCNC(=O)Cn2c(-c3cccs3)cc3cc(Cl)ccc32)CC1	-13.9%
Cc1ccccc1Cn1c(C(=O)O)c(CNCc2cccc(F)c2)c2ccccc21	1.5%
COc1ccc(NC(=O)Cn2c(SCc3ccc(C)cc3)nc3cccnc32)cc1OC	3.16µM*
CCn1cc(S(=O)(=O)c2cc(C)cc(C)c2)c(=O)c2cc(F)c(N3CCCCC3)cc21	-10.1%
Cc1ccc(C)c(N2CCN(S(=O)(=O)c3ccc4[nH]c5c(c4c3)CCCC5)CC2)c1	-9.3%
CCOC(=O)c1ccccc1NC(=O)Cn1ncc2c([nH]c3ccccc32)c1=O	-8.3%
CC(=O)Nc1ccc(NC(=O)C(Cc2ccccc2)N2Cc3ccccc3C2=O)cc1 (stereo not given)	-2.4%
Cc1ccc(NC(=O)COCc2cc(-c3cccs3)on2)cc1Cl	-9.9%
CCC(NC(=O)Nc1cc(Cl)ccc1OC)c1c(-n2cccc2)sc2c1CCN(C)C2 (stereo not given)	-3.1%
CC(=O)Nc1ccc(NS(=O)(=O)c2ccc3c(c2)CC(C)N3C(=O)C2CCC2)cc1 (stereo not given)	0.5%
CCOc1ccc(CCNC(=O)c2ccc(-n3c(C)cc4c3CCCC4)cc2)cc1OCC	-0.9%
CCOC(=O)c1cccc(NS(=O)(=O)c2ccc3[nH]c4c(c3c2)CCCC4)c1	-8.1%
CCc1ccc(S(=O)(=O)c2cn(C)c3cc(N4CCCCC4C)c(F)cc3c2=O)cc1 (stereo not given)	11.1%
CCc1ccc(NC(=O)CSc2nnc(-c3cc4occc4n3C)n2-c2ccccc2C)cc1	5.4%
CCN(CC)c1cc2c(cc1F)c(=O)c(S(=O)(=O)c1ccc(OC)cc1)cn2CC	7.8%
CCC1CN(C(=O)Nc2cc(OC)cc(OC)c2)c2ccccc2S1 (stereo not given)	-2.6%
CSc1cccc(NC(=O)C(c2ccccc2)N2Cc3ccccc3C2=O)c1 (stereo not given)	9.1%
COc1ccc(C)cc1NC(=O)N1CCC(CN2CCOCC2)CC1	0.3%
Cc1ccc(CNC(=O)c2nc(-c3ccc(Cl)cc3)n3c2CCCCC3)cc1	-1.8%
COc1ccc(NC(=O)C(C)N2Cc3ccccc3C2=O)cc1OC (stereo not given)	-5.1%
Cc1cccc(S(=O)(=O)c2cn(Cc3ccccc3)c3cc(N4CCCC(C)C4)c(F)cc3c2=O)c1 (stereo not given)	-13.2%
Cc1cccc(CSc2nc3cccnc3n2Cc2ccc(C(=O)NCc3cccs3)cc2)c1	-9.8%
O=C(Cn1c(-c2cccs2)cc2ccccc21)NCCCN1CCN(c2cccc(Cl)c2)CC1	-0.4%
Cc1ccc(S(=O)(=O)c2nnn3c2nc(N2CCN(c4cccc(C)c4C)CC2)c2ccccc23)cc1C	-2.1%
CN1C(=O)Cc2cc(S(=O)(=O)NCCc3ccc(Cl)cc3)ccc21	-7.0%
Cc1ccc(CNc2ncnc3c2nc2n3CCCC2)cc1	-14.1%
O=C(Cn1cc(S(=O)(=O)Cc2ccccc2F)c2ccccc21)NCc1ccccc1	14.4%
Cc1cc(C)cc(Nc2ncnc3c2nc2n3CCCC2)c1	-4.1%
CN(CC(=O)Nc1cccc(Cl)c1)S(=O)(=O)c1ccc2[nH]c3c(c2c1)CCCC3	-18.5%
CC(=O)c1cccc(NC(=O)N2CCC(CN3CCCCC3)CC2)c1	-5.5%
Cc1cccc(Cn2cc(S(=O)(=O)c3cccc(Cl)c3)c(=O)c3cc(F)c(N4CCOCC4)cc32)c1	-9.4%
COc1cc(NC(=O)CN(C)S(=O)(=O)c2ccc3[nH]c4c(c3c2)CCCC4)cc(OC)c1OC	-11.0%
CCN(CC)CCNC(=O)c1ccc(Cn2c(SCc3ccccc3)nc3cccnc32)cc1	u

For convenience, 14 of the compounds above:
SMILES	p53ts 32C tox
COc1ccc(NC(=O)C(C)N2Cc3ccccc3C2=O)cc1OC (stereo not given)	-5.1%
Cc1cccc(S(=O)(=O)c2cn(Cc3ccccc3)c3cc(N4CCCC(C)C4)c(F)cc3c2=O)c1 (stereo not given)	-13.2%
Cc1cccc(CSc2nc3cccnc3n2Cc2ccc(C(=O)NCc3cccs3)cc2)c1	-9.8%
O=C(Cn1c(-c2cccs2)cc2ccccc21)NCCCN1CCN(c2cccc(Cl)c2)CC1	-0.4%
Cc1ccc(S(=O)(=O)c2nnn3c2nc(N2CCN(c4cccc(C)c4C)CC2)c2ccccc23)cc1C	-2.1%
CN1C(=O)Cc2cc(S(=O)(=O)NCCc3ccc(Cl)cc3)ccc21	-7.0%
Cc1ccc(CNc2ncnc3c2nc2n3CCCC2)cc1	-14.1%
O=C(Cn1cc(S(=O)(=O)Cc2ccccc2F)c2ccccc21)NCc1ccccc1	14.4%
Cc1cc(C)cc(Nc2ncnc3c2nc2n3CCCC2)c1	-4.1%
CN(CC(=O)Nc1cccc(Cl)c1)S(=O)(=O)c1ccc2[nH]c3c(c2c1)CCCC3	-18.5%
CC(=O)c1cccc(NC(=O)N2CCC(CN3CCCCC3)CC2)c1	-5.5%
Cc1cccc(Cn2cc(S(=O)(=O)c3cccc(Cl)c3)c(=O)c3cc(F)c(N4CCOCC4)cc32)c1	-9.4%
COc1cc(NC(=O)CN(C)S(=O)(=O)c2ccc3[nH]c4c(c3c2)CCCC4)cc(OC)c1OC	-11.0%
CCN(CC)CCNC(=O)c1ccc(Cn2c(SCc3ccccc3)nc3cccnc32)cc1	u

The results go on:
SMILES	p53ts 32C tox
COc1ccc(OC)c2sc(N(CCCN(C)C)C(=O)c3ccco3)nc12	-8.8%
Cc1ccc(Nc2ncnc3c2nc2n3CCCC2)cc1F	6.8%
Cc1cc2c(n1-c1ccc(C(=O)NCc3cccc(Br)c3)cc1)CCC(C)C2 (stereo not given)	3.7%
COc1ccc(N2CCN(C(=O)Cn3c(-c4cccs4)cc4ccccc43)CC2)cc1	-7.0%
Cc1cc2c(cc1S(=O)(=O)C(C)CC(=O)NC1CCC(C)CC1)OCC(=O)N2 (stereo not given)	-8.3%
CC(=O)c1cccc(NS(=O)(=O)c2cc3c(cc2C)n(C)c(=O)c(=O)n3C)c1	0.0%
CC(=O)c1ccc(NC(=O)Cn2cc(S(=O)(=O)Cc3ccccc3Cl)c3ccccc32)cc1	-7.4%
COc1cccc(CNC(=O)COCc2cc(-c3ccc4c(c3)OCO4)on2)c1	-1.5%
CC(CNC(=O)CCS(=O)(=O)c1cc2c(cc1Cl)NC(=O)CO2)c1ccccc1 (stereo not given)	2.4%
Cc1ccc(Cl)cc1N1CCN(C(=O)Cn2c(-c3cccs3)cc3cc(F)ccc32)CC1	-5.5%

Reprinted at random: 2 compounds from above.
SMILES	p53ts 32C tox
Cc1ccc(Cl)cc1N1CCN(C(=O)Cn2c(-c3cccs3)cc3cc(F)ccc32)CC1	-5.5%
Cc1ccc(Nc2ncnc3c2nc2n3CCCC2)cc1F	6.8%

Following part.
SMILES	p53ts 32C tox
CCCn1cc(S(=O)(=O)c2ccc(C)c(C)c2)c(=O)c2cc(F)c(N3CCCCC3)cc21	10.4%
CCC(NC(=O)Nc1cccc(C)c1)c1c(-n2cccc2)sc2c1CCN(C)C2 (stereo not given)	-1.9%
Cc1ccc(Cl)cc1NC(=O)Cn1cc(S(=O)(=O)Cc2ccccc2Cl)c2ccccc21	0.9%
CCc1ccc(CNc2ncnc3c2nc2n3CCCC2)cc1	-10.9%
CCN(Cc1ccccc1)C(=O)Cn1cc(S(=O)(=O)Cc2cccc(Cl)c2)c2ccccc21	-3.4%
Cc1ccc(CNS(=O)(=O)c2cc3[nH]c(=O)c(=O)[nH]c3cc2C)cc1	-4.5%
CC(CNC(=O)c1ccc(Cn2c(SCc3ccccc3)nc3cccnc32)cc1)c1ccccc1 (stereo not given)	-28.1%
CCOCCCNC(=O)Cn1ncc2c([nH]c3ccccc32)c1=O	-2.4%
CCN(CC)CCCNC(=O)c1cnc(SC)nc1-c1ccccc1	-2.5%
CCOc1ccccc1NS(=O)(=O)c1cc2[nH]c(=O)c(=O)[nH]c2cc1C	8.4%
CCc1cccc(NC(=O)c2cn3c4c(ccc(Cl)c4c2=O)OC(C)C3)c1 (stereo not given)	-4.3%
CC1=C(C(=O)NCc2cccc(Cl)c2)C2(CCCCCC2)OC1=O	-0.9%
Cc1cc(Nc2cccc(C(F)(F)F)c2)nc2ccc(NC(=O)Cc3ccc(Cl)cc3)cc12	-10.9%
CCn1cc(S(=O)(=O)c2ccccc2)c(=O)c2cc(F)c(N3CCCCCC3)cc21	-20.0%
O=C(Cn1cc(S(=O)(=O)Cc2ccccc2F)c2ccccc21)NCc1ccccc1Cl	-17.6%
Cc1oc(-c2ccc(Cl)cc2)nc1CSc1nc2ncccc2[nH]1	9.0%
CCOC(=O)C1=C(CN2CCN(c3ccc(Cl)cc3)CC2)NC(=O)NC1c1ccc(F)cc1 (stereo not given)	-7.7%
O=C(Cn1c(-c2cccs2)cc2cc(F)ccc21)N1CCCCC1	-8.2%
Cc1ccc(C)c(N2CCN(C(=O)Cn3c(-c4cccs4)cc4ccccc43)CC2)c1	-5.1%
CCc1ccc(N2C(=O)CN(S(=O)(=O)CC)CC2(C)C(=O)NC2CCCCC2)cc1 (stereo not given)	3.1%
O=C(Cn1cnc2c(nc3n2CCCCC3)c1=O)Nc1ccc(F)c(Cl)c1	3.8%
Cc1c(Cl)cccc1NC(=O)COCc1cc(-c2ccc3c(c2)OCO3)on1	5.8%
CCOc1ccc(CNC(=O)C2CCCN(c3nn4cc(-c5ccc(F)cc5)nc4s3)C2)cc1 (stereo not given)	-4.1%
COc1ccc(Nc2cc(C)c3cc(NC(=O)COc4cccc(C)c4)ccc3n2)cc1	4.0%
CN1C(=O)Cc2cc(S(=O)(=O)N3CCN(c4cccc(C(F)(F)F)c4)CC3)ccc21	4.7%
CC(Sc1ncc(S(=O)(=O)c2ccc(C(C)C)cc2)c(N)n1)C(=O)Nc1ccccc1 (stereo not given)	-0.6%
CNC(=O)c1ccc(CSc2nc3cccnc3n2Cc2cccc(F)c2)cc1	-18.2%
O=C(NC1CCCCC1)c1ccc(Cn2c(SCc3ccccc3F)nc3cccnc32)cc1	u
Cc1cccc(OCC(=O)Nc2ccc3nc(Nc4cccc(C(F)(F)F)c4)cc(C)c3c2)c1	-2.4%
COc1ccccc1CNC(=O)COCc1cc(-c2ccc3c(c2)OCO3)on1	-9.2%
Cn1cc(S(=O)(=O)c2ccc(Cl)cc2)c(=O)c2cc(F)c(N3CCCC3)cc21	2.1%
CC1CCN(CC2CCN(C(=O)Nc3ccc(Br)cc3F)CC2)CC1	3.7%
Fc1ccccc1N1CCN(c2ncnc3c2nc2n3CCCCC2)CC1	1.8%
CCc1ccc(CNC(=O)CN2C(=O)c3cccnc3Oc3ccc(C)cc32)cc1	-0.8%
Cc1ccc(CSc2nc3cccnc3n2Cc2ccc(C(=O)NC3CCCCC3)cc2)cc1	11.2µM*
CCOC(=O)Cc1ccc(NC(=O)N2CCC(CN3CCCCCC3)CC2)cc1	-5.7%
COC(=O)c1c(NC(C)=O)c2c3c(sc2n1Cc1cc(C)ccc1C)CCCC3	-1.5%
CCn1cc(S(=O)(=O)c2ccc(OC)cc2)c(=O)c2cc(F)c(N3CCCCCC3)cc21	-6.5%
CC(C)CC(C(=O)NCCc1ccccc1)N1Cc2ccccc2C1=O (stereo not given)	7.4%
COc1ccc(-c2nc(Cn3c(SCc4ccc(F)cc4)nc4cccnc43)c(C)o2)cc1	-3.0%
CCCC(C(=O)NCc1cccc(Cl)c1)N1Cc2ccccc2C1=O (stereo not given)	-2.0%
CCNC(=O)c1ccc(CSc2nc3cccnc3n2Cc2ccc(OC)cc2)cc1	-9.0%
O=C(Cn1ncc2c([nH]c3ccccc32)c1=O)NCCCN1CCN(c2ccccc2)CC1	-0.4%
Cc1ccc(Cl)cc1NC(=O)N1CCC(CN2CCc3ccccc3C2)CC1	10.4%
COc1ccc(-c2nc(Cn3c(SCc4ccc(C)cc4)nc4cccnc43)c(C)o2)cc1OC	u
Cc1ccc(CSc2nc3cccnc3n2Cc2ccc(C(=O)NCc3ccco3)cc2)cc1	5.62µM*
Cc1cccc(N2CCN(C(=O)Cn3c(-c4cccs4)cc4ccccc43)CC2)c1C	-2.1%
